# DT40 TDP1 no CPT: qHTS for Inhibitors of human tyrosyl-DNA phosphodiesterase 1 (TDP1): qHTS in cells in absence of CPT; 420,000 tested, 15% active; DT40 Tdp1-/- hTDP1 cells, no CPT, ATP luminescence, 48 h; AID 686978, 2013; Potency, µM (series often up to 46.2 µM), for inactives: top-dose activity change, negative = growth inhibition, usual class: inhibitors; further: nearly all actives have a fitted effect of over 55% in size
#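 Growth of hTDP1-complemented DT40 Tdp1-knockout cells is measured by ATP luminescence after at least 48 hr compound exposure at 37 °C, with DMSO substituting for the 20 nM CPT used in the parallel screen.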
# TDP1 block: inhibitors of human tyrosyl-DNA phosphodiesterase TDP1. Q9NUW8. 350,000 tested, 0.28% active. Potency, µM (series often up to 130 µM), for inactives: at the top dose activity change, negative = inhibition, hits mostly inhibitors. recombinant TDP1, AlphaScreen DNA substrate cleavage; further: nearly all actives have a fitted effect of over 40% in size
# Target sequence (Q9NUW8 whole entry, looked up): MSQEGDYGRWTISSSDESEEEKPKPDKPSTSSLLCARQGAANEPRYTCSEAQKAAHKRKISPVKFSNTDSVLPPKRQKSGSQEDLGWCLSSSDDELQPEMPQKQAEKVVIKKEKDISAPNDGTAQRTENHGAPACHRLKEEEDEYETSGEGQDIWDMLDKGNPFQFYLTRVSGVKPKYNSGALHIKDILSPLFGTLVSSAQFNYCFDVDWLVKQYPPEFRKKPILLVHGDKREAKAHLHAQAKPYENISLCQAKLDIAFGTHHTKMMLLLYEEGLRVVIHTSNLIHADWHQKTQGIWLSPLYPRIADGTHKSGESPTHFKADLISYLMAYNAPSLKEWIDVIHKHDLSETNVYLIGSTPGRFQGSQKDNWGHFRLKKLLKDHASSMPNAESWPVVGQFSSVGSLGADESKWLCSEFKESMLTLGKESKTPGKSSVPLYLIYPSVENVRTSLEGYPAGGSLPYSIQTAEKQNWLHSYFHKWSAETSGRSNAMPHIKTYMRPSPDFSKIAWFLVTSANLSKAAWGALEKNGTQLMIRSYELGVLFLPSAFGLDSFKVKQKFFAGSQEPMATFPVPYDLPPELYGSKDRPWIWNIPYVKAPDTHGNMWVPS
#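 Tdp1 1 nM final; 15 min RT w/ cpd; substrate 15 nM, 5 min; beads 10 ug/ml, 10 min; AlphaScreen read. Neg ctrl: no enzyme.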
# N370S GC: N370S glucocerebrosidase modulation, Gaucher chaperone candidate. P04062. N370S GC spleen homogenate, 4MU-glucoside fluorescence. Potency, µM (top dose mostly 59.4 µM), for inactives: at the highest dose activity change, negative = inhibition, most hits filed as inhibitors. 330,000 tested, 0.092% active. AID 2101;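 further: 0% = full enzyme activity and -100% = no enzyme basal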
# * = called active by the depositor; ? = inconclusive; . = not tested or not shown; & = joins results of further samples; [ ] = another dose, or the depositor's remark. The call rests on the fitted dose curve; in most records, active means well fitted curve in the direction sought with a large enough effect; inconclusive means small, poorly fitted or top-dose-only effect, or another doubt; inactive means no such curve, though single readings can be large; an effect the other way counts as inactive or inconclusive. Unless noted, on the % scale 0 is the no-effect control and ±100 the full control effect; potency means the concentration at half of the fitted maximal effect. Some of the compounds tested. The share of hits here may be higher or lower than overall.
SMILES,DT40 TDP1 no CPT,TDP1 block,N370S GC
CCOc1ccc(NC(=O)CCN2CCCCC2)cc1,10%,0%,-11%
COc1ccc(C2/C=C\CN(CC(C)C)CC(=O)N2Cc2ccc(F)cc2)cc1 (configuration not stated),?,9%&0%,-24%&-2%
COc1ccc(C(=O)N(C)C(C)c2ccon2)cc1OC1CCN(C(C)C)CC1 (configuration not stated),-15%,4%,9%
Cc1nnc(Sc2cc(C(=O)NC3CC3)c3ccccc3n2)s1,7.3µM*,.,-4%
CCOC(=O)N1CCN(S(=O)(=O)c2ccc(C(=O)Nc3nnc(C4CC4)o3)cc2)CC1,?,7%,-2%
COC(=O)c1ccc(-c2nc(CN3CCCN(C(=O)c4ccco4)CC3)c(C)o2)cc1,?,2%,-10%
Cc1n[nH]c(=S)n1/N=C/c1cccc(OCc2ccccc2)c1,-26%,5%,14%
Cc1ccc(C2CC(=O)Nc3cc4c(cc32)OCCO4)cc1Br (configuration not stated),16µM*,5%,.
CC12CN3CCN(CC(C3)C1(O)CN1CCCCC1)C2 (configuration not stated),6%,1%,1%
CC(=O)N1CC(=O)N(c2ccccc2)C1=O,5%,.,-19%
O=C(Nc1cccc2ccccc12)c1cnccn1,-2%,-1%,1%
CN(C)Cc1ccccc1-c1nccc(NC2CC2)n1,15%,7%[56.1 µM],-10%
COc1cccc(NC(=O)c2ccc(Cn3cc([N+](=O)[O-])cn3)o2)c1,-27%,4%,2%
Fc1ccc(-c2nc3ccccn3c2NCc2ccc3c(c2)OCO3)cc1,?,-3%,?
CCOC(=O)Nc1ccc2c(COC(=O)c3ccccc3O)cc(=O)oc2c1,?,-7%,2%
CCc1ccc(CN(C)C(=O)C2CCC(=O)N(Cc3ccccn3)C2)cc1 (configuration not stated),9%,0%,-24%
C/C(Cl)=C\Cn1c(O)c(N=O)c2ccccc21,-21%,0%,15%
Cc1ccc(C)c(N2CCN(C(=O)Nc3cn(CC(C)C)c(=O)c4ccccc34)CC2)c1,16µM*,8%,.
O=C(NCc1ccco1)C(=O)NCC1OCCCN1S(=O)(=O)c1ccccc1 (configuration not stated),-1%,5%,-14%
CN(C)S(=O)(=O)c1ccc2nc(NC(=O)c3cccs3)sc2c1,?,4%,-11%
CSc1ccc(OC2CCCCC2NS(=O)(=O)c2ccccc2)cc1 (configuration not stated),-27%,3%,2%
O=C(/C=C/c1cccs1)NNC(=O)c1ccccc1,19%,1%[56.1 µM],.
Cc1cc(C)cc(-n2ccn(CC(=O)c3ccc(F)cc3)c(=O)c2=O)c1,8%,1%,.
Cc1c(C(=O)NCc2ccccn2)oc2c(Cl)cccc12,-26%,0%,.
CN1C(=O)C(=O)/C(=C(/O)c2ccc(Br)cc2)C1c1ccc(Cl)cc1 (configuration not stated),-4%,.,6%
O=C1/C(=C/c2ccco2)SC(=S)N1C1CCS(=O)(=O)C1 (configuration not stated),16µM*,-5%,25%
Cc1nnc(NC(=O)c2ccc(Br)o2)s1,5%,.,-11%
CCn1c(CNC(=O)Cc2ccc(OC)cc2)n[nH]c1=S,-3%,-8%,-1%
COc1ccc(-n2ncc3c(NCc4cccnc4)ncnc32)cc1,0%,.,8%
CCN(CC)C(CNC(=O)CSc1nnnn1-c1c(C)cccc1C)c1ccco1 (configuration not stated),?,0%,-28%
Cc1ccc(NC(=O)CCC(=O)c2cccs2)cc1F,-18%,14%,0%
CCc1ccc(OCC(=O)c2c(O)c3ccccc3oc2=O)cc1,23µM*,-5%,-1%
CC(=O)N1CN(Cc2ccccn2)Cc2c1sc1c2CCCC1,-30%,3%,-4%
O=C1CN(C(=O)COC(=O)c2c(F)cccc2Cl)c2ccccc2N1,?,-1%,.
O=[N+]([O-])c1ccccc1OCc1nc(-c2cccs2)no1,-10%,3%,-1%
Cc1ccc(S(=O)(=O)N(CCC#N)C2CCCCC2)c2nsnc12,18µM*,0%,8%
COc1ccc(CNC(=O)CN(C(=O)c2csnn2)c2cnc3ccccc3c2)cc1,?,.,1%
CNC(=S)N1CCN(C(=O)c2ccco2)CC1,6%,0%,1%
COc1cccc(NC(=O)CSc2nc(=O)n(CCN(C)C)c3c2CCCC3)c1,-1%,7%,0%
CS(=O)(=O)c1ccccc1-c1nnc(NC(=O)c2ccco2)o1,20%,2%,-12%
CN=C1c2c(-c3ccccc3)c3cc(OC)ccc3n2CCN1C,18µM*,-3%,-2%
COc1cc2nc(NC(=O)c3ccc(Cl)cc3)[nH]c(=O)c2cc1OC,?,4%,2%
CCCCC(OC(=O)c1cc2occc2n1C)C(=O)NCC1CCCO1 (configuration not stated),-6%,-1%,9%
O=C(CCn1cnc2ccccc2c1=O)NCc1ccccc1Cl,-13%,4%,.
CCOc1ccc(S(=O)(=O)NCc2ccccn2)c(C)c1C,-18%,.,1%
CCC1(c2ccc(Cl)cc2)NC(=O)N(CC(=O)NC2(C#N)CCCCC2)C1=O (configuration not stated),-8%,1%,.
Cc1cc(C)cc(N(C(=O)c2cc3ccccc3oc2=O)C2C=CS(=O)(=O)C2)c1 (configuration not stated),?,-3%,-2%
NNc1nc2sc3c(c2c(=O)n1Cc1ccccc1)CCC3,-11%,.,5%
O=C(N/N=C/c1cn(CCOc2ccccc2)c2ccccc12)c1ccncc1,-7%,8%,-23%
O=C(CN1CCOCC1)Nc1ccccc1Sc1ccc(Cl)cc1,6.5µM*,5%,-14%
CCCCn1c(=O)[nH]c(=O)c2c1nc(-c1cc(Cl)c(OC)c(OC)c1)n2C,?,2%,0%
Cc1ccc(C)c(N2CCN(CCCNC(=O)Cn3ncc4c([nH]c5ccccc54)c3=O)CC2)c1,21µM*,6%,.
O=C(CSc1nc(C2CCCCC2)n(-c2ccccc2)n1)NCC(F)(F)F,?,-5%,-11%
Nc1nc(N)nc(Cc2ccccc2O)n1,22%,1%,.
COC(=O)c1c(NC(=O)C2C3C=CC(CC3)C2C(=O)O)sc(C)c1C (configuration not stated),?,3%,-19%
Cc1nc2ccccc2c(=O)n1NC(=O)c1ccc([N+](=O)[O-])cc1Cl,-1%,0%,6%
CCOC(=O)c1cnc(SCC(=O)NCc2ccco2)nc1N,-5%,3%,7%
O=C(CNC(=O)c1ccccc1F)NCC(c1cccs1)N1CCOCC1 (configuration not stated),-7%,0%,.
CC(C)[C@H](NC(=O)c1ccc(Cl)cc1)C(=O)OCC(=O)N1CCN(c2ccccc2)CC1,21µM*,2%,.
O=C(Nc1ccc(Cl)c(Cl)c1)N1CCC(N2CCCCC2)CC1,-21%,-4%,3%

# Reformatted with two lines to a compound: entries from further up.
# Values run as follows: DT40 TDP1 no CPT	TDP1 block	N370S GC
> Cc1cc(C)cc(N(C(=O)c2cc3ccccc3oc2=O)C2C=CS(=O)(=O)C2)c1 (configuration not stated)
  ?	-3%	-2%
> Nc1nc(N)nc(Cc2ccccc2O)n1
  22%	1%	.
> O=C(CCn1cnc2ccccc2c1=O)NCc1ccccc1Cl
  -13%	4%	.
> CCCCC(OC(=O)c1cc2occc2n1C)C(=O)NCC1CCCO1 (configuration not stated)
  -6%	-1%	9%

# The list goes on:
SMILES,DT40 TDP1 no CPT,TDP1 block,N370S GC
Cc1cc(C)cc(N2CCCn3c2nc2c3c(=O)n(CCN3CCOCC3)c(=O)n2C)c1,?,0%,-2%
CC(C)NC(=O)CC1Nc2c3ccccc3nc(=S)n2C1=O (configuration not stated),-1%,4%,-12%
O=C(CN1C(=O)NC2(CCCCC2)C1=O)Oc1ccc2ccc(=O)oc2c1,14%,1%,.
CCOC(=O)c1sc(NC(=O)CSC(=S)N2CCN(C)CC2)nc1C,18µM*,7%,-24%
CCCCc1ccc(S(=O)(=O)NCCCN2CCCC2=O)cc1,13µM*,0%,-4%
Cc1ccc(Cl)cc1N1CCN(C(=O)CCS(=O)(=O)c2cccc3nonc23)CC1,?,3%,-4%
COc1cc2nc(CSc3ncn[nH]3)[nH]c(=O)c2cc1OC,-22%,2%,-2%
Cc1ccc(/C=C/c2ccc(=O)n(Cc3ccc(F)cc3)n2)cc1,?,-8%,2%
COc1ccc(NC(=O)Cn2c(-c3ccccc3)cc(C(C)=O)c2C)c(OC)c1,5%,-1%,-21%
Cc1ccc(C)c(Oc2c(C(F)(F)F)oc3c(CN4CCN(C)CC4)c(O)ccc3c2=O)c1,?,4%,.
COc1cc(C(=O)NCCC(=O)N2CCN(C)CC2)cc(OC)c1OC,14%,6%,-3%
Cc1[nH]n(-c2ccccc2)c(=O)c1N=Nc1ccc(Cl)cc1,1%,.,6%
COCCNC(=O)CN(C(=O)CCC(=O)Nc1cc(C)on1)c1cccc(C)c1C,-6%,1%,-4%
CN(CC1CCOCC1)C(=O)CC1C(=O)NCCN1CC1CCCCC1 (configuration not stated),12%,-3%,-2%
O=C(Nc1ccc(F)c(Cl)c1)Nc1c[nH]c(=O)[nH]c1=O,-22%,-8%,.
S=C(NCCc1ccccc1)N1CCCCC1,14%,-3%,4%
O=C(COc1ccccc1[N+](=O)[O-])Nc1cccnc1,-7%,-3%,8%
CC(=O)NCCc1nc2cc(NC(=O)c3ccccc3)ccc2n1C,11%,0%,-21%
O=C(NNS(=O)(=O)c1ccc(Cl)cc1)c1cccs1,11%,7%,-3%
CCOC(=O)C1CCN(C(=O)Cn2nc(C)n3nc(-c4ccc(OC)cc4)cc3c2=O)CC1,21µM*,0%,12%
O=C(CSc1nnc(-c2ccccc2)o1)N1CCCCC1,-6%,14%,-4%
O=C(NN=Cc1ccc(OC(F)F)cc1)c1ccc(NS(=O)(=O)c2cccs2)cc1,?,1%,.
CCOC(=O)c1c(NC(=O)c2cc(C(C)C)on2)sc(C)c1C,-21%,-6%,.
Cc1ccc(S(=O)(=O)NCCC(=O)NCCSc2ccc(Br)cc2)cc1,?,-1%,-10%
CCOC(=O)C1CCN(CC(=O)Nc2cc(C)nn2-c2nc3ccccc3s2)CC1,?,4%,6%
Cc1ccc(CN(C(=O)COc2ccccc2Cl)c2ccccn2)o1,?,3%,.
CC(NS(=O)(=O)c1ccccc1)c1n[nH]c(=S)n1-c1ccccc1 (configuration not stated),-1%,1%,-10%
O=C(Nc1ccc(Oc2cccnc2)cc1)C1CCCCN1Cc1ccc(CO)o1 (configuration not stated),-42%,1%,-4%
O=C(NCCNC1CCC(c2ccccc2)CC1)c1cccs1 (configuration not stated),?,-6%,9%
C[N+](C)=C1SCC(C)(/C=N/O)S1 (configuration not stated),-23%,0%,1%
CC1CN(C(=O)CCC(=O)N2CCCCC2)c2ccccc2O1 (configuration not stated),-7%,.,-4%
CN(CC(=O)Nc1ccc(C(N)=O)cc1)S(=O)(=O)c1ccc2c(c1)OCCO2,?,-7%,.
Cc1c(CCO)c(=O)n(-c2ccccc2)n1S(=O)(=O)c1ccc(F)cc1,-27%,6%,1%
CN(C)c1ccc(/C=C2\N=C(C(C)(C)C)OC2=O)cc1,4%,7%,-3%
CCN1C(=O)CSC1=Nc1ccc(Cl)c(Cl)c1,?,.,-2%
COc1ccc(-c2cc(=O)oc3cc(O)ccc23)cc1,7.3µM*,.,11%

# Grouped by structure: the compounds so far with a furan ring, fused or not (13)
SMILES,DT40 TDP1 no CPT,TDP1 block,N370S GC
COC(=O)c1ccc(-c2nc(CN3CCCN(C(=O)c4ccco4)CC3)c(C)o2)cc1,?,2%,-10%
COc1cccc(NC(=O)c2ccc(Cn3cc([N+](=O)[O-])cn3)o2)c1,-27%,4%,2%
O=C(NCc1ccco1)C(=O)NCC1OCCCN1S(=O)(=O)c1ccccc1 (configuration not stated),-1%,5%,-14%
Cc1c(C(=O)NCc2ccccn2)oc2c(Cl)cccc12,-26%,0%,.
O=C1/C(=C/c2ccco2)SC(=S)N1C1CCS(=O)(=O)C1 (configuration not stated),16µM*,-5%,25%
Cc1nnc(NC(=O)c2ccc(Br)o2)s1,5%,.,-11%
CCN(CC)C(CNC(=O)CSc1nnnn1-c1c(C)cccc1C)c1ccco1 (configuration not stated),?,0%,-28%
CNC(=S)N1CCN(C(=O)c2ccco2)CC1,6%,0%,1%
CS(=O)(=O)c1ccccc1-c1nnc(NC(=O)c2ccco2)o1,20%,2%,-12%
CCCCC(OC(=O)c1cc2occc2n1C)C(=O)NCC1CCCO1 (configuration not stated),-6%,-1%,9%
CCOC(=O)c1cnc(SCC(=O)NCc2ccco2)nc1N,-5%,3%,7%
Cc1ccc(CN(C(=O)COc2ccccc2Cl)c2ccccn2)o1,?,3%,.
O=C(Nc1ccc(Oc2cccnc2)cc1)C1CCCCN1Cc1ccc(CO)o1 (configuration not stated),-42%,1%,-4%

# Screening data: PubChem BioAssay, National Center for Advancing Translational Sciences (NCATS)
